Screening results from PubChem BioAssay.
TbPYK inhibitor – blocks Trypanosoma brucei pyruvate kinase; Potency, µM (highest dose often 76.8 µM), for inactives: top-dose activity, negative = inhibition, actives largely listed as inhibitors; TbPYK enzyme, Kinase-Glo Plus ATP luminescence, 45 min; AID 624173; actives 0.12% (n = 410,000); Q57TT1; further: nearly all actives have a fitted effect of over 50% in size
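Luminescence from Kinase-Glo Plus, added after a 45-minute room-temperature reaction, served as the end-point read-out. The enzyme and substrate were preincubated with compound before ADP (130 uM final) initiated turnover. Concentration-effect curves came from normalized qHTS data.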
Sm TGR inh – S. mansoni TGR enzyme inhibition; Q962Y6; purified TGR, DTNB reduction, TNB absorbance 405 nm; Potency, µM (series often up to 114 µM), inactives show top-dose activity change, negative = inhibition, most hits filed as inhibitors; actives 3% (n = 360,000); AID 485364; further: nearly all actives have a fitted effect of over 60% in size
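First, TGR (20 nM dispensed) and NADPH were mixed with compound. Second, a 15 min room-temperature incubation followed. Third, further NADPH and then DTNB were added to start the reaction. Finally, TNB absorbance was monitored kinetically.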
Pf growth 48h – inhibits P. falciparum growth in the first generation, 48 h. Potency, µM (series often up to 28.7 µM), for inactives: top-dose activity change, negative = inhibition, actives largely listed as inhibitors. P. falciparum luciferase growth in erythrocytes, 48 h. actives 5.9% (n = 310,000)
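Parasite viability was followed by luminescence of a genomically integrated firefly luciferase. Cultures held 0.1% parasitemia at 2% hematocrit (final), incubated under 5% CO2 at 37 C.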
HCV inhibitor – inhibitors of hepatitis C virus infection. Huh7.5.1 HCVcc-Cre infection, luciferase reporter, 44 h. Potency, µM (highest dose often 41.8 µM), for the others: top-dose activity change, negative = inhibition, actives largely listed as inhibitors. actives 3.4% (n = 340,000)
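Cells (1,000/well) were plated 4 h before compound, then infected with HCVcc-Cre virus (~0.5 moi). After 44 h further culture, infection was read as luciferase luminescence following a 15 min substrate incubation at room temperature.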
LmPK inh – LmPK (Leishmania mexicana) enzyme inhibition; purified LmPK, Kinase-Glo ATP luminescence, 1 h; Potency, µM (highest dose often 57.5 µM), for the others: top-dose activity change, negative = inhibition, most hits filed as inhibitors; Q27686; AID 1721; actives 0.37% (n = 290,000)
Target sequence (Q27686 whole entry, looked up): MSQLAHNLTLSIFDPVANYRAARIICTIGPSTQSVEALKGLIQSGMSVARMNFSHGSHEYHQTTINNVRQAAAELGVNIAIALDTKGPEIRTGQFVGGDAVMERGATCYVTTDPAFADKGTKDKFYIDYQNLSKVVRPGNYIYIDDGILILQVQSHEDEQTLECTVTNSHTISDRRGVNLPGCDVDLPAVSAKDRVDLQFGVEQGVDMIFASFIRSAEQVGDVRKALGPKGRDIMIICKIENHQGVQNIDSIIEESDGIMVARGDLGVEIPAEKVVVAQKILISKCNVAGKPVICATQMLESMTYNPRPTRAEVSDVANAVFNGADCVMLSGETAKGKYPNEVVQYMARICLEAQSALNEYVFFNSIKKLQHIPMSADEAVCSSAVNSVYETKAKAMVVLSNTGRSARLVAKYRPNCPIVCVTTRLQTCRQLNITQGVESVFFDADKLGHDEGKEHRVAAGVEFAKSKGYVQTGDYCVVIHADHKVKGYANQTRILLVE
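ATP generated from ADP (0.1 mM) and PEP (0.5 mM) by 0.1 nM LmPK over 1 h at room temperature (pH 7.2 imidazole buffer) was detected by coupled luciferase luminescence. Values were normalized to uninhibited and no-enzyme wells.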
Pf growth 96h – inhibits malaria parasite growth, 96 h; P. falciparum luciferase reporter growth, 96 h; Potency, µM (doses to about 28.7 µM), for the others: top-dose activity change, negative = inhibition, usual class: inhibitors; actives 6.9% (n = 320,000)
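Readout is luminescence from an integrated firefly luciferase in P. falciparum. Red cells, 2% hematocrit and 0.05% parasitemia final, were cultured with compound through two parasite generations (96 hours) at 37 C, 5% CO2.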
* hit, by the source's call; ? = inconclusive; · = not tested or not shown; & = joins results of further samples; [ ] = another dose, or the depositor's remark. The call rests on the fitted dose curve; in most records, active means well fitted curve in the direction sought with a large enough effect; inconclusive means small, poorly fitted or top-dose-only effect, or another doubt; inactive means no such curve, though single readings can be large; an effect the other way counts as inactive or inconclusive. On the % scale 0 is the no-effect control and ±100 the full control effect; potency means the concentration at half of the fitted maximal effect.

Every second line gives: TbPYK inhibitor, Sm TGR inh, Pf growth 48h, HCV inhibitor, LmPK inh, Pf growth 96h
1. O=C(Cn1cc(SCc2cccc(Cl)c2)c2ccccc21)N1CCOCC1
 : -11%&-10%, 7%&-2%, 60%[activator], 3%, -5%, 42%[activator]
2. COC(=O)c1sccc1NC(=O)CC1C(=O)NCCN1C(=O)c1ccc(N(C)C)cc1 (stereo unspecified)
 : -20%, -19%, ?, -28%, 8%, ?
3. Cc1cc(C(=O)NCC(=O)OCC(=O)N(C2CCCCC2)C2CCCCC2)ccc1[N+](=O)[O-]
 : -1%, -6%, 2%, -1%, -1%, 1%
4. COc1cc2c(cc1NC(=O)C(c1ccccc1)c1ccccc1)CCCC2
 : 2%, -2%, ·, -28%, -2%, ?
5. CCOc1ccc(NC(=O)CN2C(=O)NC(CCSC)C2=O)cc1 (stereo unspecified)
 : -1%, -8%, -13%, 19%, 4%, 8%
6. CC(C)(C)C1CCc2onc(C(=O)Nc3ccc(F)cc3F)c2C1 (stereo unspecified)
 : -15%, 11%, 4%, ·, -4%, -16%
7. CCOC(=O)Cc1ccc2sc(-c3ccccc3)nc2c1
 : ?, -12%, 136%[activator], 3%, 16µM*, 21%
8. COc1ccc(CCNC(=O)C2CCN(S(=O)(=O)N3CC(C)CC(C)C3)CC2)cc1OC (stereo unspecified)
 : -4%, 1%, ?, ?, 0%, ·
9. O=C(COC(=O)c1cccc([N+](=O)[O-])c1)NC1CCCC1
 : 2%, 31%, 30%[activator], 9%, -4%, 15%
10. CCc1ccc(N(C(=O)CNC(=O)c2ccco2)C(C(=O)NC2CCCC2)c2cccnc2)cc1 (stereo unspecified)
 : -4%, -12%, -6%, -22%, -9%, -16%
11. CCCCOP(=O)(OCCCC)C(O)c1ccc(Br)cc1 (stereo unspecified)
 : 6%, 5%, ?, 0%, 1%, ?
12. Cn1c(=O)c2c(SCc3ccccn3)nc(CC(C)(C)C)nc2n(C)c1=O
 : 3%, 5%, 12µM*, ?, 1%, ?
13. Cc1ccc(S(=O)(=O)NCC(C)n2cncn2)cc1C (stereo unspecified)
 : -3%, -2%, 9%, -6%, -1%, -14%
14. COC(=O)c1ccc(N2C(=O)CC(N(C)Cc3ccccc3)C2=O)cc1 (stereo unspecified)
 : -5%, -4%, 14%, 2%, 0%, 0.29µM*
15. NNC(=O)c1cccc(COc2ccc3c(c2)CCC3)c1
 : -1%, 14%, 257%[activator], 0%, -1%, 259%[activator]

From no. 1 to 15, copied from above:
Every second line gives: TbPYK inhibitor, Sm TGR inh, Pf growth 48h, HCV inhibitor, LmPK inh, Pf growth 96h
1. O=C(Cn1cc(SCc2cccc(Cl)c2)c2ccccc21)N1CCOCC1
 : -11%&-10%, 7%&-2%, 60%[activator], 3%, -5%, 42%[activator]
2. COC(=O)c1sccc1NC(=O)CC1C(=O)NCCN1C(=O)c1ccc(N(C)C)cc1 (stereo unspecified)
 : -20%, -19%, ?, -28%, 8%, ?
3. Cc1cc(C(=O)NCC(=O)OCC(=O)N(C2CCCCC2)C2CCCCC2)ccc1[N+](=O)[O-]
 : -1%, -6%, 2%, -1%, -1%, 1%
4. COc1cc2c(cc1NC(=O)C(c1ccccc1)c1ccccc1)CCCC2
 : 2%, -2%, ·, -28%, -2%, ?
5. CCOc1ccc(NC(=O)CN2C(=O)NC(CCSC)C2=O)cc1 (stereo unspecified)
 : -1%, -8%, -13%, 19%, 4%, 8%
6. CC(C)(C)C1CCc2onc(C(=O)Nc3ccc(F)cc3F)c2C1 (stereo unspecified)
 : -15%, 11%, 4%, ·, -4%, -16%
7. CCOC(=O)Cc1ccc2sc(-c3ccccc3)nc2c1
 : ?, -12%, 136%[activator], 3%, 16µM*, 21%
8. COc1ccc(CCNC(=O)C2CCN(S(=O)(=O)N3CC(C)CC(C)C3)CC2)cc1OC (stereo unspecified)
 : -4%, 1%, ?, ?, 0%, ·
9. O=C(COC(=O)c1cccc([N+](=O)[O-])c1)NC1CCCC1
 : 2%, 31%, 30%[activator], 9%, -4%, 15%
10. CCc1ccc(N(C(=O)CNC(=O)c2ccco2)C(C(=O)NC2CCCC2)c2cccnc2)cc1 (stereo unspecified)
 : -4%, -12%, -6%, -22%, -9%, -16%
11. CCCCOP(=O)(OCCCC)C(O)c1ccc(Br)cc1 (stereo unspecified)
 : 6%, 5%, ?, 0%, 1%, ?
12. Cn1c(=O)c2c(SCc3ccccn3)nc(CC(C)(C)C)nc2n(C)c1=O
 : 3%, 5%, 12µM*, ?, 1%, ?
13. Cc1ccc(S(=O)(=O)NCC(C)n2cncn2)cc1C (stereo unspecified)
 : -3%, -2%, 9%, -6%, -1%, -14%
14. COC(=O)c1ccc(N2C(=O)CC(N(C)Cc3ccccc3)C2=O)cc1 (stereo unspecified)
 : -5%, -4%, 14%, 2%, 0%, 0.29µM*
15. NNC(=O)c1cccc(COc2ccc3c(c2)CCC3)c1
 : -1%, 14%, 257%[activator], 0%, -1%, 259%[activator]

Carrying on.
Every second line gives: TbPYK inhibitor, Sm TGR inh, Pf growth 48h, HCV inhibitor, LmPK inh, Pf growth 96h
16. Fc1ccc(C2CCCN2Cc2nc(CC3CC3)no2)cc1 (stereo unspecified)
 : 3%, -12%[57.1 µM], ?, 25%, -1%, 15%
17. CCOC(=O)C(=O)N1CCC(C(=O)OCC)CC1
 : 3%, 1%, -11%, 9%, 1%, 14%
18. CC(NC(=O)C1CCC(CNS(=O)(=O)c2ccc3c(c2)C(C)(C)C(=O)N3C)CC1)c1ccccc1 (stereo unspecified)
 : 3%, 3%, -22%, ?, -1%, 7%
19. COCC(=O)Nc1cc(C)cn(Cc2ccc(F)cc2)c1=O
 : -2%, -32%, 22%, 12%, -1%, -29%
20. O=[N+]([O-])c1cc([N+](=O)[O-])c(Oc2c(Cl)cccc2Cl)cc1NN1CCCCC1
 : 0%, -18%, 17%, 5%, 2%, 65%[activator]
21. O=S1(=O)C=C(SCc2ccc(Cl)c(Cl)c2)Nc2ccccc21
 : -1%, 10%, ?, -29%, 1%, ?
22. COP(=O)(CN(Cc1ccccc1)C(=S)Nc1c(C)cccc1C)OC
 : -12%, 3%, 6%, -9%, -3%, 0%
23. COc1ccc(N2CCCn3c2nc2c3c(=O)n(CCc3ccccc3)c(=O)n2C)cc1
 : -9%, 0%, -2%, 14%, 3%, ?
24. O=C(Oc1ccc(C(=S)N2CCOCC2)cc1Br)c1cc(Cl)ccc1Cl
 : -5%, -22%, 21%, 18%, 3%, -63%
25. COc1ccc(C2CC(c3ccccc3)=NN2C(=O)CSc2ncn[nH]2)cc1 (stereo unspecified)
 : 1%, 2%, ?, -6%, 7%, ?
26. COc1ccc(CCC(=O)NCC2CCCCC2)cc1OC
 : -2%, 15%, 16%, 4%, -1%, 40%[activator]
27. O=c1[nH]c2ccc(Cl)cc2c(O)c1Cc1ccccc1
 : 5%, 34%, 2%, 3%, 15%, 1%
28. CCOP(=O)(c1c(F)c(F)c(F)c(F)c1F)C1(O)CCCCC1 (stereo unspecified)
 : 2%, -3%, 8%, -4%, 4%, 5%
29. CNc1nc(-c2ccc3c(c2)CCN3C(=O)c2ccccc2F)c(C)s1
 : ?, 0%, ?, ?, 2%, ?
30. Cc1ccc(N(C(=O)Cn2nnc(-c3ccc(F)cc3)n2)C(C(=O)NC(C)(C)C)c2ccncc2)cc1 (stereo unspecified)
 : -20%, ·, 4.7µM*, ?, 3%, -4%
31. COCCNC(=O)c1onc(CSc2cc(C)cc(C)c2)c1C(=O)NCCOC
 : 1%, 6%, 44%[activator], -4%, 1%, 21%
32. COCCCN1CC(=O)N2C(c3cccc(OC)c3OC)c3[nH]c4ccccc4c3C[C@H]2C1=O (stereo partly specified)
 : 3%, -23%, 9.3µM*, -7%, 8%, 12µM*
33. N#Cc1cccc(NC(=O)CNC(=O)Cc2ccccc2)c1
 : -3%, 7%, 12%, 1%, 2%, 14%
34. CC(=O)c1ccc(N2CCN(S(=O)(=O)c3cccc4nsnc34)CC2)cc1
 : 1%, 0%, 0%, 5%, 2%, 60%
35. CN(C1(C)CCS(=O)(=O)C1)S(=O)(=O)c1ccc2ccccc2c1 (stereo unspecified)
 : 3%, -1%, 0%, 13%, ·, 3%
36. CCOc1ccccc1CNC(=O)C1CCCN(c2nnc(C)c3c(C)n(-c4ccccc4)nc23)C1 (stereo unspecified)
 : -16%&2%, -1%&8%, 13µM*, ?, -1%, 38%[activator]
37. Cc1[nH]c(=O)c(C#N)c(C)c1Br
 : -1%, -5%, 16%, 9%, 3%, -29%
38. O=C(CCCCCn1c(=O)[nH]c2ccsc2c1=O)NCc1ccc(F)cc1
 : 4%, -16%, ?, -24%, 5%, ·
39. CCOC(=O)C(Cc1ccc(OC)c([N+](=O)[O-])c1)NC(=O)CCC(=O)Nc1ccc(C)cc1 (stereo unspecified)
 : -1%, ·, 11%, 1%, -2%, ?
40. Cc1cc(C(C)(C)C)c(O)c(C)c1CC1=NCCN1
 : -3%&6%, -22%, ?, -16%, 0%, ?
41. COc1ccc(S(=O)(=O)N(C)CC(=O)Nc2ccccc2C(F)(F)F)cc1OC
 : -17%, 0%, -21%, ?, -9%, -13%
42. CC(C)(C)NS(=O)(=O)c1ccc(OCC(=O)NCc2ccco2)cc1
 : -2%, -32%, 1%, 18%, 4%, 33%[activator]
43. Cc1cc(C)n(-c2nc3ccccc3nc2N2CCOCC2)n1
 : -1%, -5%, 20%, 5%, -1%, -10%
44. Cc1c(NC(=O)c2ccc(-c3cccc([N+](=O)[O-])c3)o2)c(=O)n(-c2ccccc2)n1C
 : -4%, -10%[57.1 µM], -9%, -5%, -5%, ?
45. Cc1c(NC(=O)Nc2cccc(C#N)c2)c(=O)n(-c2ccccc2)n1C
 : 2%, -4%, 12%, 12%, 0%, 3.7µM*
46. COc1ccc(CC(=O)Nc2nc(-c3ccccc3)c(C(C)=O)s2)cc1OC
 : -1%, 0%, ?, 13µM*, 5%, ?
47. O=C(c1cc([N+](=O)[O-])ccc1N1CCOCC1)N1CCN(c2ccccc2)CC1
 : ·, -19%, -14%, ·, 1%, -22%
48. CCOC(=O)N1CCN(S(=O)(=O)c2ccc(F)c(C(=O)Nc3cccc(Cl)c3C)c2)CC1
 : 5%, 10%, 12µM*, ?, 2%, -17%
49. CC1CCCCN1C(=O)CSc1nnc(-c2ccco2)o1 (stereo unspecified)
 : 2%, 0%, 123%[activator], -2%, -7%, 5.2µM*
50. C[C@]12C(=O)N(c3ccc(Cl)cc3)C(=O)N1[C@H]1c3ccccc3OC[C@@H]1[C@H]2c1ccccc1
 : 1%, 13%, ?, 3%, 0%, ?
51. COc1cccc(-c2nnc(N(C)C(=O)c3ccno3)s2)c1
 : ·, 0%, 50%[activator], ·, 2%, ?
52. Cc1noc(C)c1COc1ccc(C(=O)O)cc1
 : 4%, -25%, 14%, 18%, -3%, 26%
53. Cc1ccc(Oc2ccc3c(c2)C(=O)N(c2cccc4cccnc24)C3=O)cc1
 : 0%, 4%, 47%[activator], -22%, 4%, -16%
54. Oc1ccc(Br)cc1CN1CCCCCCC1
 : -2%, -1%, 1.7µM*, 4%, -6%, ·
55. COc1ccc2c(CCNC(=O)c3ccco3)c[nH]c2c1
 : -6%, 20%, 39%[activator], 4%, 1%, 9%

Complete entries, quoted from the list. Order of screens: TbPYK inhibitor, Sm TGR inh, Pf growth 48h, HCV inhibitor, LmPK inh, Pf growth 96h
C[C@]12C(=O)N(c3ccc(Cl)cc3)C(=O)N1[C@H]1c3ccccc3OC[C@@H]1[C@H]2c1ccccc1 across the screens: 1%, 13%, ?, 3%, 0%, ?
COc1ccc(CC(=O)Nc2nc(-c3ccccc3)c(C(C)=O)s2)cc1OC across the screens: -1%, 0%, ?, 13µM*, 5%, ?
CC1CCCCN1C(=O)CSc1nnc(-c2ccco2)o1 (stereo unspecified) across the screens: 2%, 0%, 123%[activator], -2%, -7%, 5.2µM*
